HTRA1 inh – blocks human HTRA1 serine peptidase. recombinant HTRA1, FP-rhodamine activity-based probe, fluorescence polarization. inhibition, % at 5.96 µM. AID 504803. actives 0.5% (n = 340,000); in the data active = inhibition above about 36%;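 note: 0% = enzyme with DMSO and 100% = wells lacking enzyme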
Target sequence (Q92743 whole entry, looked up): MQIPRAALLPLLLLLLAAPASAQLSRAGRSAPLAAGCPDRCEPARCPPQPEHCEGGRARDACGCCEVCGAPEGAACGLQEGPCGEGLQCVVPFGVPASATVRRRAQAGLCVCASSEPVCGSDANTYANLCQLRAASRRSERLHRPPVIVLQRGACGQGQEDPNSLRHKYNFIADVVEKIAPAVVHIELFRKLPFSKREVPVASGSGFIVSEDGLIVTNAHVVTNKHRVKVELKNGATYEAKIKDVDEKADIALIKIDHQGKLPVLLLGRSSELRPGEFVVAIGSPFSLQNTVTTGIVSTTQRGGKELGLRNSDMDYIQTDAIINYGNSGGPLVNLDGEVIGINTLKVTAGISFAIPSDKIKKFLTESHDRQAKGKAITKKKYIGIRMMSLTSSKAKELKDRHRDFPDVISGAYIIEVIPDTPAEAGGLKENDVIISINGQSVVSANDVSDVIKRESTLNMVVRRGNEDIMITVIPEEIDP
GC-B act – GC-B (human) receptor activation; actives 0.11% (n = 370,000); AID 1920062; activation, % at 10 µM; HEK293-GC-B cells, CNP EC30, cGMP TR-FRET; 0% at EC30 CNP, 100% saturating CNP; P20594;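 active = activation at 10 µM reaching about 35% in either raw or pattern-adjusted values, limit read from the data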
PRMT1 inh – inhibitors of human PRMT1 | Q99873 | recombinant PRMT1, activity-based probe fluorescence polarization | actives 1.3% (n = 370,000) | inhibition, % at 2.79 µM;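 active = inhibition above about 21% made by adding two undisclosed values, limit read from the data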
ABHD4 inh – inhibits mouse alpha/beta hydrolase domain 4. Q8VD66. purified mABHD4, FP-Rh probe fluorescence polarization. inhibition, % at 8.92 µM. actives 0.54% (n = 370,000);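 active = inhibition exceeding the mean over every tested compound plus 3 SD, cut at about 30% in these data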;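 note: 0% = plate median of compound wells and 100% = S159A mutant with DMSO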
Target sequence (Q8VD66 whole entry, looked up, the tested form may be a part): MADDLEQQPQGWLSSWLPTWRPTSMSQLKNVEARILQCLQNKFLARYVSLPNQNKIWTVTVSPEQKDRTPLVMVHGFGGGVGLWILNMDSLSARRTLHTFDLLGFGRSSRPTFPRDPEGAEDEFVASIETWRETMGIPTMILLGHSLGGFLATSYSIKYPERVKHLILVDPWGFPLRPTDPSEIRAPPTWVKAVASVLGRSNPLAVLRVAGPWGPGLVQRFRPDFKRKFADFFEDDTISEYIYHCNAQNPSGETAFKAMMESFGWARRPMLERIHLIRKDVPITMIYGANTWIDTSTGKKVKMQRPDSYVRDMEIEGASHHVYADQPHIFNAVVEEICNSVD
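assay system = mABHD4 protein | compound dosing = single nominal dose of 8.92 µM, 0.89% DMSO final | read-out basis = percent inhibition of probe binding, normalized to plate controls | schedule = Enzyme–compound pre-incubation 45 min, then probe 60 min, both 25 °C | detection = fluorescence polarization, excitation 525 nm, emission 598 nm, BODIPY TMR filters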
NPR1 activator – GC-A (human) enzyme activation; P16066; HEK293 GC-A cells, cGMP TR-FRET, EC30 ANP; 0% at EC30 ANP, 100% saturating ANP; activation, % at 10 µM; actives 0.14% (n = 370,000); AID 1671463; in the data active = activation above about 40%
SIAE primary – human SIAE inhibition, primary screen | SIAE FP-Rh probe binding, fluorescence polarization | inhibition, % at 9.66 µM | actives 0.69% (n = 370,000);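 active = inhibition above a cutoff: mean of compounds within the control limits plus 3 SD of those, cut at about 17% in these data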;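 note: 0% = plate median of compound wells and 100% = probe without SIAE protein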
UHRF1 binding – blocks human UHRF1 binding to methylated DNA; UHRF1 binding to methylated oligo, TR-FRET; Q96T88; inhibition, % at 4.4 µM; AID 687016; actives 0.75% (n = 370,000); in the data active = inhibition above about 21%;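 note: UHRF1 SRA domain binding a hemimethylated CpG hairpin DNA probe; 0% = median of test compound wells and 100% = reference inhibitor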
rCAG binder – binds r(CAG) RNA repeats | actives 1.3% (n = 370,000) | AID 651821 | inhibition, % at 3 µM | r(CAG) RNA repeat, TO-PRO-1 dye displacement fluorescence;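 active = inhibition above the plate cutoff, the mean of all test compounds on that plate plus 3 SD, cut at about 35% in these data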;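 note: 0% = DMSO alone and 100% = 100 µM mitoxantrone as full dye displacement; higher means more dye released from RNA so lower well fluorescence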
TCR-CD3 inh – inhibitors of human TCR-CD3 interaction; actives 0.37% (n = 360,000); inhibition, % at 9.4 µM; TAMRA-labeled TCR probe fluorescence, biochemical; in the data active = inhibition above about 19%;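 note: recombinant mutant TCR 2C K166C tagged with TAMRA read by polarization; 0% = receptor in buffer alone and 100% = receptor with positive control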
MBD2 inh – blocks human MBD2 binding to methylated DNA; Q9UBB5; TR-FRET, MBD2 binding to methylated oligonucleotide; inhibition, % at 4.4 µM; actives 0.31% (n = 370,000); AID 686964; in the data active = inhibition above about 13%
An asterisk follows results filed as active; . = not tested or not shown. Not all compounds are listed. The share of hits here may be higher or lower than overall.

cpd	SMILES	HTRA1 inh	GC-B act	PRMT1 inh	ABHD4 inh	NPR1 activator	SIAE primary	UHRF1 binding	rCAG binder	TCR-CD3 inh	MBD2 inh
1	COCCCN1C(=O)N(c2ccc(F)cc2)C(=O)C1CC(=O)Nc1ccc(OC)cc1 (stereo unspecified)	-4	7	0	5	2	-3	2	-1	3	3
2	COc1cc2c(cc1OC)CN(C(=O)CNS(=O)(=O)c1ccc(C)c(C)c1)CC2	3	4	-3	1	5	0	-1	1	4	0
3	CCC(NC(=O)c1cc(COc2cc(C)c(Cl)c(C)c2)on1)c1ccncc1 (stereo unspecified)	-36	2	-1	-21	11	3	-3	-1	3	3
4	COc1cc(OC)c(OC)cc1CNC(=O)c1cccc(S(=O)(=O)N2CCc3ccccc3C2)c1	0	-1	0	5	2	3	-2	4	-3	-3
5	CS(=O)(=O)N1CCC(C(=O)NCCN2CCN(Cc3ccccc3)CC2)CC1	4	-1	2	-3	-1	-4	1	-5	1	6
6	CN(C)C1(CNC(=O)CC(NC(=O)c2ccccc2Cl)c2ccccc2)CCCCC1 (stereo unspecified)	3	0	-1	2	-5	9	0	-1	5	0
7	COc1ccccc1N1CCN(C(=O)CNS(=O)(=O)c2ccc(Br)s2)CC1	-4	-1	0	0	-3	11	1	-1	5	0
8	CCOc1ccc(NC(=O)CNC(=O)c2ccco2)cc1	4	4	1	5	-1	11	0	1	-11	0
9	CC(C)CC(NC(=O)C1CCCCC1)C(=O)N1CCN(c2ccccn2)CC1 (stereo unspecified)	-7	0	4	-11	3	-7	-1	-8	-9	7
10	CCC(NC(=O)c1cncc(Br)c1)c1ccccc1 (stereo unspecified)	-2	-1	8	7	-2	-1	2	-4	-4	3
11	CC(C)N(CCCNC(=O)Cn1c(=O)c2cccn2c2ccccc21)Cc1ccccc1	-1	-9	10	8	-16	1	-2	-3	2	7
12	CNS(=O)(=O)c1cccc(C(=O)OCC(=O)NCc2ccccc2)c1	0	0	0	1	5	-3	0	-4	0	4
13	CCOC(=O)C1CCN(S(=O)(=O)c2ccc3c(c2)NC(=O)CS3)CC1	1	-2	-5	11	-3	-7	-1	0	10	-2
14	COc1cc2ccccc2cc1C(=O)N(CCN(C)C)c1nc2c(C)cccc2s1	-5	-8	4	4	-8	5	0	2	-4	6
15	Cc1cc(C(=O)Nc2ccccc2N2CCOCC2)no1	2	6	-4	-4	1	9	1	-1	-8	-4
16	O=C(O)CCC(=O)N1N=C(c2ccccc2)CC1c1ccc(Br)cc1 (stereo unspecified)	7	-5	-3	2	0	3	1	13	4	3
17	Cc1csc(CN(C)C(=O)C2CCC(=O)N(CCN(C)C)C2)n1 (stereo unspecified)	10	1	1	-3	2	-4	-3	-2	12	-3
18	Cc1ccc2cccc(OCC(=O)N3CC(C)CC(C)C3)c2n1 (stereo unspecified)	-5	-1	0	3	0	1	-1	-8	0	2
19	CCOc1ncccc1C(=O)OCC(=O)NCCCc1ccccc1	1	-2	-6	-3	1	1	-2	3	4	-6
20	Cn1c(Nc2cccc(Cl)c2)nc2ccccc21	6	-3	-2	4	-15	4	0	1	1	6
21	CCc1nc2ccccc2n1Cc1cc(=O)n2cc(C)ccc2n1	4	3	0	6	3	8	0	3	2	-6
22	COc1ccc(-c2sccc2C(C)C(=O)O)cc1 (stereo unspecified)	-14	-3	2	6	2	0	2	5	3	1
23	CCCC(=O)Nc1cc(OC)c(C(=O)OC)cc1Cl	3	2	-1	-3	4	-2	2	-2	0	-1
24	Cc1cccc(C(=O)N/N=C2\CS(=O)(=O)N(C)c3ccsc32)c1	6	0	-2	14	-7	0	-2	4	7	0
25	O=C(Nc1ccc(S(=O)(=O)Nc2ncccn2)cc1)c1ccccc1Br	1	6	3	2	3	-12	2	5	-4	2
26	O=C(NC1CCCCC1)c1cc(-c2ccco2)on1	5	3	-1	5	3	4	1	0	-1	-5
27	Cc1ccc(-n2c(C)nnc2SCC(=O)N2CCOCC2)cc1	6	4	-1	4	1	4	0	-1	-1	5
28	CC(=O)N1CCN(S(=O)(=O)c2cccc(C(=O)OCc3ccc(C(C)(C)C)cc3)c2)CC1	-10	-2	1	-8	2	1	0	1	0	-6
29	CC(C)c1c(O)nc(SCCC(=O)O)[nH]c1=O	0	5	4	-11	6	-7	2	-1	-7	7
30	Fc1cccc(C2NN=C(c3ccccc3)S2)c1 (stereo unspecified)	3	-1	-3	1	2	1	-2	-6	7	-1
31	O=C(c1cc([N+](=O)[O-])ccc1Cl)N1CCN(c2ccccc2)CC1	2	6	1	-1	0	2	8	-1	1	-1
32	COc1ccccc1C(=O)NC(=S)Nc1cc(C(=O)O)ccc1C	7	-6	11	-5	-7	-11	5	7	-6	9
33	O=[N+]([O-])c1ccc(NC(=S)N2CCN(c3ccccn3)CC2)cc1	3	1	-1	3	4	-9	2	-2	-2	3
34	COc1ccccc1-c1cccc([C@@H]2C[C@H]3[C@H](CON3C)CN2C(=O)C(C)(C)C)c1	-1	3	-4	-1	2	3	-1	-1	2	3
35	COC(=O)[C@@H]1[C@H]2C[C@H]3c4[nH]c5ccccc5c4CCN3C[C@@H]2CC[C@@H]1O	2	-6	-5	-1	-3	8	-2	-1	3	-4
36	Cc1cc(=O)oc2cc(NC(=O)C(C)Oc3ccccc3)ccc12 (stereo unspecified)	-8	-5	-1	-3	-3	-6	3	2	7	1
37	O=C(NCc1ccccc1Cl)c1csc([C@H]2C[C@H](O)[C@@H](CO)O2)n1	.	0	0	0	0	-2	1	-1	-3	1
38	CCOc1ccc(-c2nnc(-c3ccncc3)o2)cc1	-1	-4	-3	-2	-18	-3	1	1	0	-5
39	CCOC(=O)c1c(N)ssc1=S	2	0	5	1	0	4	4	4	-1	5
40	Cn1c(-c2ccc(F)c(F)c2)cc2onc(-c3ccccc3)c2c1=O	-5	-1	2	-2	1	2	3	7	-5	4

Gathered by group, the compounds so far with a thiophene ring, fused or not.
cpd	SMILES	HTRA1 inh	GC-B act	PRMT1 inh	ABHD4 inh	NPR1 activator	SIAE primary	UHRF1 binding	rCAG binder	TCR-CD3 inh	MBD2 inh
7	COc1ccccc1N1CCN(C(=O)CNS(=O)(=O)c2ccc(Br)s2)CC1	-4	-1	0	0	-3	11	1	-1	5	0
22	COc1ccc(-c2sccc2C(C)C(=O)O)cc1 (stereo unspecified)	-14	-3	2	6	2	0	2	5	3	1
24	Cc1cccc(C(=O)N/N=C2\CS(=O)(=O)N(C)c3ccsc32)c1	6	0	-2	14	-7	0	-2	4	7	0

(cont.)
cpd	SMILES	HTRA1 inh	GC-B act	PRMT1 inh	ABHD4 inh	NPR1 activator	SIAE primary	UHRF1 binding	rCAG binder	TCR-CD3 inh	MBD2 inh
41	COc1cccc2cc(-c3csc(NC(=O)CCC(=O)NCCCN4CCC(C)CC4)n3)c(=O)oc12	4	0	1	10	6	-8	-6	3	-4	-6
42	Cc1ccc(NS(=O)(=O)c2ccc(C(=O)NCC(c3ccco3)N3CCCCC3)cc2)cc1 (stereo unspecified)	-23	-3	0	3	-9	-5	0	-2	3	-1
43	CN(C)S(=O)(=O)c1ccc(Cl)c(C(=O)OCC(=O)NC(=O)NC2CCCC2)c1	27	5	4	6	-3	-1	1	0	-4	-1
44	Cc1c(NC(=O)C2(C)CCCCC2)c(=O)n(-c2ccccc2)n1C	5	-1	-3	-5	4	2	0	-2	8	-2
45	CC(C)[C@H]1COCCS(=O)(=O)N1Cc1ccccc1-c1cccc2c1oc1ccccc12	-33	-4	-6	-25	-4	-3	1	8	-6	-1
46	O=C(O)C1Cc2ccccc2CN1C(=O)c1ccco1 (stereo unspecified)	-1	-2	-1	-3	4	-3	-6	1	1	-6
47	CC(C)Oc1cccc(-c2csc(N3CCC(C(N)=O)CC3)n2)c1	.	2	-3	1	1	3	1	.	.	-2
48	CCOc1ccc(Cn2c(=O)sc3ccccc32)cc1	-15	6	9	-10	0	-3	5	-3	-5	6
49	CCOc1ccc(CCN2C(=S)N([C@@H](CC(C)C)CN3CCCC3CN3C(=S)NC[C@@H]3CC(C)C)C[C@@H]2Cc2ccc(O)cc2)cc1 (stereo partly specified)	-70	0	-1	-3	0	-14	0	13	4	-1
50	COC1CCN(Cc2cn(Cc3ccccc3)nc2-c2cc3ccccc3o2)CC1	-12	-2	-3	6	-8	-10	2	-11	2	-4
51	C=CCn1c(SCc2c(C)noc2C)nnc1C1COc2ccccc2O1 (stereo unspecified)	-11	-2	1	-1	-2	3	-1	-7	3	-4
52	CCC(C)Sc1ccc([C@@H]2[C@@H]3C(=O)N(C)C(=O)[C@@H]3[C@]3(C(=O)OC)CCCCN23)cc1OC (stereo partly specified)	-12	4	4	-1	0	1	-1	-7	3	-4
53	O=C(CN(Cc1cccs1)C(=O)CNC(=O)c1ccco1)NC1CCCCC1	-4	2	2	2	-3	-6	-1	-2	1	1
54	CCCCN(C)C(=O)C(Cc1ccccc1)NS(=O)(=O)c1ccc2c(c1)c(=O)n(C)c(=O)n2C (stereo unspecified)	-7	47*	-6	4	-1	-2	1	2	1	3
55	CSc1sc(C(=O)NC(=O)NCc2cccnc2)c(C)c1-c1ccon1	-5	1	1	-4	1	0	-2	-5	4	-1
56	Cc1ccc(NC(=O)CNc2ccc(Cl)c(Cl)c2)cc1S(=O)(=O)N(C)C	-33	-5	0	-18	4	2	0	11	0	2
57	CC(=O)Nc1cccc(C(=O)NNC(=O)c2ccc(NS(=O)(=O)c3cccs3)cc2)c1	4	2	0	1	2	2	-2	4	1	2
58	Cc1c(NC(=O)Nc2ccc(F)cc2)c(=O)n(-c2ccccc2)n1C	5	4	5	3	3	-1	2	-3	-3	0
59	CCN(CC)c1nc2c(c(=O)n(C)c(=O)n2C)n1CCCc1ccccc1	7	3	4	-6	-3	5	0	-11	-2	-2

Screens deposited in PubChem BioAssay by several laboratories.
